Source: PubChem
Mtb UGM inh = inhibitors of M. tuberculosis UDP-galactopyranose mutase; purified UGM, fluorescence polarization probe displacement; hit rate 0.06% among 320,000; P9WIQ1; inhibition, % at 10 µM; in the data active = inhibition above about 10%, passing the limit was not always enough; inconclusive = no clear call, values can overlap the other calls
Target sequence (P9WIQ1 whole entry, looked up): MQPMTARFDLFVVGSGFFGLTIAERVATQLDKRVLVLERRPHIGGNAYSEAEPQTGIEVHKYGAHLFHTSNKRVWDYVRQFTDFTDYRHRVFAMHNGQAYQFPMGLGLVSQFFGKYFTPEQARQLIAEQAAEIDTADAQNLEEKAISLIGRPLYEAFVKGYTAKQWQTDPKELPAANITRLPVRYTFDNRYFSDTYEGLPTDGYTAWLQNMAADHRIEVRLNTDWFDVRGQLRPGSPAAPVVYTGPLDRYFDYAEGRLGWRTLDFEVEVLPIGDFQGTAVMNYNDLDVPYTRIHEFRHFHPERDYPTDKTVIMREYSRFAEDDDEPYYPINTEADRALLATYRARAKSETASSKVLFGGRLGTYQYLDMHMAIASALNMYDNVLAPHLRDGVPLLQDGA
BoNT-A LC inh2 = inhibitors of Botulinum neurotoxin A light chain protease. multiplex microsphere protease substrate cleavage, flow cytometry. inhibition, % at 10 µM. hit rate 0.17% among 360,000; in the data active = inhibition above about 30%; inconclusive = no clear call, values can overlap the other calls; note: plate controls were buffer without enzyme for full effect and enzyme alone for no effect
BoNT-F LC inh = BoNT F light chain protease inhibition; Multiplex microsphere protease cleavage assay, flow cytometry; inhibition, % at 10 µM; hit rate 0.22% among 360,000; in the data active = inhibition above about 35%, passing the limit was not always enough; inconclusive = no clear call, values can overlap the other calls; note: plate controls were buffer without enzyme for full effect and enzyme alone for no effect
GDH-TPI counter = inhibits GDH-TPI coupling enzymes, artifact for Mtb FBA screen; GDH-TPI coupled enzyme counterscreen, NADH absorbance; inhibition, % at 4.8 µM; hit rate 1.2% among 360,000; AID 588335;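 note: 0% = DMSO wells and 100% = wells lacking the enzyme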
BioA inh = blocks M. tuberculosis BioA enzyme activity | purified M. tuberculosis BioA enzyme, plate reader | inhibition, % at 9.99 µM | hit rate 0.096% among 360,000 | AID 602481; in the data active = inhibition above about 40%; inconclusive = no clear call, values can overlap the other calls
CCHF vOTU inh = CCHFV vOTU protease inhibition; Pep-AMC fluorescence; inhibition, % at 11.5 µM; hit rate 0.55% among 370,000; note: 0% = vehicle wells with enzyme and 100% = no enzyme wells
Mtb FBA inh = inhibitors of M. tuberculosis fructose-bisphosphate aldolase; P9WQA3; purified M. tuberculosis FBA, fluorescence read-out; inhibition, % at 1 µM; hit rate 2.3% among 360,000; in the data active = inhibition above about 27%;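 note: 0% = vehicle and 100% = reference inhibitor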
Target sequence (P9WQA3 whole entry, looked up): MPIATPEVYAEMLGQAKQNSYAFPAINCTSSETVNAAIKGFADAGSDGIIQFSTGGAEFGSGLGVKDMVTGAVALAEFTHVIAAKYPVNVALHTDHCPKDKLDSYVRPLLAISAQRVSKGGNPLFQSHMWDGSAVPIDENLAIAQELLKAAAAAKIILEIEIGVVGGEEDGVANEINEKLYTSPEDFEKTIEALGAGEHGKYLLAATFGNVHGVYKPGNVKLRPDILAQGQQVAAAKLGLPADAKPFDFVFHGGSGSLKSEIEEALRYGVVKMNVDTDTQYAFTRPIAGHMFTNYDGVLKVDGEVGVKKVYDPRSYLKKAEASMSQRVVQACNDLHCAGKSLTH
PrPC surface inh = reduces human prion protein on the cell surface. inhibition, % at 13.8 µM. P04156. hit rate 0.43% among 370,000. cell surface PrPC, TR-FRET read-out; in the data active = inhibition above about 24%; note: 0% = median of the test wells and 100% = reference compound wells
FadD28 FP inh = M. tuberculosis FadD28 bisubstrate binding inhibition; FadD28 bisubstrate probe binding, fluorescence polarization; inhibition, % at 12.5 µM; hit rate 0.22% among 360,000; in the data active = inhibition above about 8.5%, passing the limit was not always enough; inconclusive = no clear call, values can overlap the other calls
* = called active by the depositor; u = inconclusive; x = not tested or not shown. Cut-off read from the data, not from the text of the source, unless noted: active = inhibition above about 30%; inactive = the rest.

#1 Cc1ccc(C(C)C)c(OCC(=O)N/N=C/c2cccn2C)c1
#2 COc1ccccc1-n1c(SCC(=O)Nc2cccc(C(=O)O)c2)nnc1-c1ccccc1O
#3 COc1ccc(Cn2c(C)c(C)c(C#N)c2NC(=O)Nc2cccc(C)c2)cc1
#4 Cc1ccc(SCCC(=O)N/N=C/c2ccccc2O)cc1
#5 CCc1nc(C)ccc1OCC(=O)N(CC)CC
#6 CC(C)Cn1c(N)c(C(=O)COC(=O)COc2cccc(C(F)(F)F)c2)c(=O)n(C)c1=O
assay / entry,1,2,3,4,5,6
Mtb UGM inh,0.2,3.9,-1.0,0.2,-2.8,1.5
BoNT-A LC inh2,x,-4.7,-0.9,-0.8,0.8,-0.7
BoNT-F LC inh,x,14,18,-4,12,2
GDH-TPI counter,13,-9,-2,2,-5,-5
BioA inh,1.7,1.6,-3.7,x,0.9,1.1
CCHF vOTU inh,-2,-4,15,7,-16,3
Mtb FBA inh,5,4,1,0,-3,-2
PrPC surface inh,10,8,6,7,0,-1
FadD28 FP inh,-0.7,-0.4,-0.4,-2.1,-2.6,-4.7

#7 CCCCN(C(=O)CCC(=O)Nc1cc(C)on1)C(C(=O)NC1CCCC1)c1ccc(F)cc1 (configuration not stated)
#8 CN1CCN(S(=O)(=O)c2cccs2)CC1
#9 COc1ccc(C(=O)NC(=S)N2CCOCC2)cc1OC
#10 Cc1nn(C)c(C(=O)N/N=C/c2cccc3ccccc23)c1Cl
#11 CCOc1ccc(NC(=O)CSc2ccc3nnc(-c4ccccn4)n3n2)cc1
#12 CN(C)S(=O)(=O)c1cc(NC(=O)COC(=O)/C=C/c2ccco2)ccc1Cl
assay / entry,7,8,9,10,11,12
Mtb UGM inh,-3.9,2.6,-2.8,2.3,0.4,2.2
BoNT-A LC inh2,-3.1,-0.8,-0.7,-0.5,-0.3,0.3
BoNT-F LC inh,-18,-4,-3,-7,2,11
GDH-TPI counter,4,7,5,25,-9,9
BioA inh,x,x,0.1,x,-2.4,x
CCHF vOTU inh,5,4,-4,-1,-3,10
Mtb FBA inh,-1,1,3,-1,-2,3
PrPC surface inh,-6,-1,-4,1,-10,3
FadD28 FP inh,-1.1,-0.9,-0.1,-0.9,-2.1,-1.8

#13 CCOCCCNC(=O)C(NC(=O)c1cnccn1)c1ccc(C)cc1 (configuration not stated)
#14 C=CCn1c(SC(C)C(N)=O)nc2sc(CC)cc2c1=O (configuration not stated)
#15 CCOc1cc(-c2cc(N)n[nH]2)cc(OCC)c1OCC
#16 CC(=O)N/C(=C\c1ccc(F)cc1)C(=O)N(C)C
#17 CSCCC(NS(=O)(=O)c1ccc2c(c1)oc(=O)n2C)C(=O)NC1CCC(C)CC1 (configuration not stated)
#18 CC(C)(C)N1CCC1CN (configuration not stated)
assay / entry,13,14,15,16,17,18
Mtb UGM inh,1.2,-0.4,-3.3,-1.8,-0.9,x
BoNT-A LC inh2,0.1,-0.6,-0.3,0.0,0.0,-2.4
BoNT-F LC inh,-1,-3,-5,3,3,-10
GDH-TPI counter,6,9,7,15,-11,-6
BioA inh,-1.2,x,-0.7,x,0.2,-0.3
CCHF vOTU inh,10,-9,16,5,-6,5
Mtb FBA inh,2,0,-2,3,3,4
PrPC surface inh,-2,-6,4,2,2,-2
FadD28 FP inh,0.7,-0.4,-1.3,-1.4,-0.2,-0.9

#19 O=C(NCc1ccco1)Nc1ccc(Br)cc1
#20 COc1ccc(-c2cc(-c3ccccc3)nc(SCC(=O)Nc3ncc(C)s3)c2C#N)cc1
#21 Cc1ccc(N/C=C2/Sc3ccccc3NC2=O)cc1
#22 CCc1ccccc1NC(=O)CCCN1C(=O)c2cccnc2C1=O
#23 O=C(Oc1c(-c2ccccc2)c(=O)n2c3c(cccc13)CC2)c1ccccc1
#24 CCCCN(C)Cc1cc(=O)oc2cc3c(cc12)CCCC3
assay / entry,19,20,21,22,23,24
Mtb UGM inh,-2.9,-1.6,-1.8,0.7,0.7,-1.1
BoNT-A LC inh2,-0.4,-1.2,-1.5,-3.8,-11,u
BoNT-F LC inh,-9,-10,-6,-22,-38,u
GDH-TPI counter,11,17,14,6,-2,6
BioA inh,-1.9,-0.1,-1.8,-0.2,3.3,x
CCHF vOTU inh,8,0,31*,4,-8,-6
Mtb FBA inh,6,3,-4,4,1,5
PrPC surface inh,10,0,7,-2,9,2
FadD28 FP inh,1.0,-1.1,-1.4,-1.2,-4.1,-1.0

#25 CC(C)C[C@H]1C(=O)N2CCC[C@H]2[C@]2(O)O[C@](NC(=O)C3C=C4c5cccc6[nH]c(Br)c(c56)C[C@H]4N(C)C3)(C(C)C)C(=O)N12 (some centres not stated)
#26 CN(C)C(=O)c1cn(CCC#N)nc1-c1ccc2ccccc2c1
#27 Cc1cccc(N2CCN(C(=O)/C=C/c3cccs3)CC2)c1C
#28 COc1cc(CCC(=O)OCC(=O)Nc2ccc(Br)cc2F)cc(OC)c1OC
#29 CC(C)CC1C(=O)N(Cc2cn(Cc3ccco3)nn2)CCS(=O)(=O)N1Cc1ccc(-c2cccc(N(C)C)c2)cc1 (configuration not stated)
#30 Cc1ccccc1CS(=O)(=O)CCC(=O)NCc1ccccn1
assay / entry,25,26,27,28,29,30
Mtb UGM inh,2.1,-0.2,1.3,1.5,x,-4.1
BoNT-A LC inh2,-0.1,0.4,-0.1,-1.0,-0.1,0.0
BoNT-F LC inh,-10,52*,-3,9,-5,7
GDH-TPI counter,8,2,19,5,4,16
BioA inh,-0.5,-0.1,0.3,-1.3,-2.7,-4.0
CCHF vOTU inh,9,-11,8,12,10,10
Mtb FBA inh,0,-1,1,0,0,4
PrPC surface inh,-21,1,-1,5,-4,1
FadD28 FP inh,-0.6,-1.6,0.0,-2.1,-6.2,0.3

#31 COc1ccc(-c2csc(NC(=S)NC(=O)c3cccs3)n2)cc1OC
#32 COc1cccc(CNC(=O)c2cc3c(C)nc4ccccc4c3o2)c1
#33 CC(=O)NC1C(OCc2ccccc2)OC2COC(C)(C)OC2C1O (configuration not stated)
#34 CC(NC(=O)c1ccco1)C(=O)NC(C)c1cc(F)c(Cl)cc1Cl (configuration not stated)
#35 O=C(NCCN1CCOCC1)c1ccc2c(c1)ncn2C1CCCC1
#36 CC(=O)OC1(C(C)=O)CCC2C3CC(Cl)C4=CC(=O)CCC4(C)C3CCC21C (configuration not stated)
assay / entry,31,32,33,34,35,36
Mtb UGM inh,x,-6.5,2.2,0.7,6.5,x
BoNT-A LC inh2,-0.4,-1.7,0.1,-1.9,0.3,0.7
BoNT-F LC inh,-4,-12,-3,15,0,3
GDH-TPI counter,-1,11,-5,-2,-13,6
BioA inh,x,0.1,-1.8,-2.5,0.7,11
CCHF vOTU inh,3,2,-4,-2,3,4
Mtb FBA inh,4,1,0,0,-2,3
PrPC surface inh,7,5,-1,-1,0,-2
FadD28 FP inh,-2.9,-14,-1.6,-0.5,-3.2,-3.5

#37 CCOc1ccc(NC(=O)c2cc3cc4ccc(OC)cc4nc3o2)cc1
#38 O=C(CSc1nnc(-c2ccc(F)cc2)o1)c1ccc2c(c1)OCCO2
#39 Cc1noc(C)c1CSCC(=O)Nc1ccccc1N1CCCC1
#40 Cc1no[n+]([O-])c1COc1cccc(/C=C2\N=C(c3ccccc3)OC2=O)c1
#41 COc1ccc(N(C(=O)c2ccncc2)S(=O)(=O)c2ccc(OC)c(OC)c2)cc1
#42 O=C(OCC(=O)c1c[nH]c2ccccc12)c1ccc(OC(F)F)cc1
assay / entry,37,38,39,40,41,42
Mtb UGM inh,-0.9,-1.2,x,-0.9,-1.7,x
BoNT-A LC inh2,0.1,0.2,1.4,-0.3,0.7,1.8
BoNT-F LC inh,8,9,5,-3,-6,-5
GDH-TPI counter,8,10,4,10,5,7
BioA inh,1.6,-1.8,4.0,x,0.8,-0.7
CCHF vOTU inh,-5,-10,-4,5,7,-4
Mtb FBA inh,0,2,1,0,0,0
PrPC surface inh,3,-7,6,0,-6,4
FadD28 FP inh,-4.1,-0.3,0.3,-0.8,-1.2,-1.8

#43 O=C(CCCN1C(=O)c2ccccc2C1=O)Nc1sc2c(c1C(=O)NCc1ccco1)CCC2
#44 Cc1c(CN2CCN(C)C(CCO)C2)[nH]c2c(Cl)cccc12 (configuration not stated)
#45 CN1CCN(NC(=O)c2cc(S(=O)(=O)N3CCOCC3)c(Cl)cc2Cl)CC1
#46 CCOc1nnc(C)c2c(C)n(-c3cccc(OC)c3)nc12
#47 CCC(C)Cn1c(C(C)O)nc2ccccc21 (configuration not stated)
#48 CC(=O)c1ccc(NC(=O)/C(=C\c2cccs2)NC(=O)c2ccco2)cc1
assay / entry,43,44,45,46,47,48
Mtb UGM inh,0.7,-2.8,-0.3,0.2,-1.1,-4.6
BoNT-A LC inh2,-0.3,1.2,0.4,-0.1,-0.2,-2.9
BoNT-F LC inh,0,11,-2,5,-14,-16
GDH-TPI counter,12,-1,-6,3,14,33*
BioA inh,-1.6,-0.6,x,8.4,-0.8,x
CCHF vOTU inh,1,-2,7,-3,7,14
Mtb FBA inh,3,-2,0,4,-1,-5
PrPC surface inh,3,2,-7,8,-1,-3
FadD28 FP inh,-2.0,-2.0,-3.1,-2.3,1.2,-2.3

#49 O=c1oc2ccc(Br)cc2cc1-c1nc2ccccc2o1
#50 CCCCc1ccc(NC(=O)Nc2cccnc2)cc1
#51 CCCCc1c(-c2ccccc2OC)ncn1CCc1ccccc1Cl
#52 O=C(O)CC/C(=N/NC(=O)CNC(=O)Cc1ccccc1)c1ccccc1
#53 Cc1cccc(C)c1OCC(=O)NNC(=O)CCNC(=O)c1ccc(Br)cc1
#54 COc1ccccc1P(=O)(Cc1ccccc1)c1ccccc1 (configuration not stated)
assay / entry,49,50,51,52,53,54
Mtb UGM inh,0.5,1.1,x,5.8,1.7,0.2
BoNT-A LC inh2,1.1,-3.7,0.1,0.5,-1.1,2.0
BoNT-F LC inh,7,-6,3,11,0,-6
GDH-TPI counter,-4,-7,x,-4,-6,-12
BioA inh,-1.1,-0.1,x,x,-1.6,-1.3
CCHF vOTU inh,2,-6,31*,2,-10,1
Mtb FBA inh,3,-4,x,0,0,-1
PrPC surface inh,-2,19,9,-3,-3,3
FadD28 FP inh,-1.8,-1.3,x,-3.2,-3.4,-4.1

Some entries already given, limited to GDH-TPI counter, PrPC surface inh and BoNT-F LC inh:
entry	SMILES	GDH-TPI counter	PrPC surface inh	BoNT-F LC inh
52	O=C(O)CC/C(=N/NC(=O)CNC(=O)Cc1ccccc1)c1ccccc1	-4	-3	11
53	Cc1cccc(C)c1OCC(=O)NNC(=O)CCNC(=O)c1ccc(Br)cc1	-6	-3	0
54	COc1ccccc1P(=O)(Cc1ccccc1)c1ccccc1 (configuration not stated)	-12	3	-6

(list continues)
#55 CCOc1cc(C2Nc3ccccc3C(=O)N2c2ccccc2OC)ccc1O (configuration not stated)
#56 CCOC(=O)COc1ccc(C(c2c(C)[nH][nH]c2=O)c2c(C)[nH][nH]c2=O)cc1
#57 O=C(Nc1ccc(N2CCN(C(=O)c3ccccc3)CC2)c(Cl)c1)c1cccnc1
#58 CCc1nnc(NC(=O)c2ccc(Br)o2)s1
assay / entry,55,56,57,58
Mtb UGM inh,1.9,1.3,-0.1,2.2
BoNT-A LC inh2,0.2,0.6,-0.2,-2.8
BoNT-F LC inh,-9,u,8,-3
GDH-TPI counter,8,-1,10,16
BioA inh,7.5,-0.9,29,-1.9
CCHF vOTU inh,-20,-11,-7,-3
Mtb FBA inh,24,-2,-4,3
PrPC surface inh,-7,-2,26*,5
FadD28 FP inh,-4.3,-0.2,-4.1,-0.1
